Screening data from PubChem BioAssay.
Rpn11 block: blocks the human proteasome subunit Rpn11. human 26S proteasome, Ub4-pepOG fluorescence polarization; 20S core pre-blocked with epoxomicin. calls only at 20 µM. hit rate 0.59% among 360,000. AID 588493;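 active means inhibition at 20 µM, scaled to each plate's controls, above about 33%, limit read from the data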
Target sequence (O00487 whole entry, looked up): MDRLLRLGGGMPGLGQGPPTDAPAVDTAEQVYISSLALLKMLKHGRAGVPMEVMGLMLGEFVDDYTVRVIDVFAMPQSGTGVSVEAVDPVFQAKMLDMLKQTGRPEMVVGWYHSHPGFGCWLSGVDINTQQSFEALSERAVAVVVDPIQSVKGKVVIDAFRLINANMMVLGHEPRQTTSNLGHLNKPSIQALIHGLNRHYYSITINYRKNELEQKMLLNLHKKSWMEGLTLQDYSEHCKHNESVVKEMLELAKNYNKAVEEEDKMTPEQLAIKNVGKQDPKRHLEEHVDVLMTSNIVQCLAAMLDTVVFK
bovine MsrA act: bovine methionine sulfoxide reductase A activation; AID 602163; purified bovine MsrA, absorbance read-out; activation, % at 10.6 µM; hit rate 0.3% among 360,000; in the data active means activation above about 7.5%;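 further: 0% = vehicle and 100% = reference activator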
E coli Lon inh: inhibitors of E. coli Lon protease. AID 602123. hit rate 0.42% among 360,000. purified E. coli Lon protease, fluorescence polarization. inhibition, % at 7.94 µM; in the data active means inhibition above about 13%, passing the limit was not always enough;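 further: 0% = enzyme with probe and DMSO and 100% = no enzyme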
FAS-TE inh: inhibitors of human fatty acid synthase thioesterase domain. P49327. recombinant FAS-TE, OMFH fluorogenic substrate, fluorescence endpoint. inhibition, % at 15 µM. hit rate 0.67% among 360,000;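 active means compounds whose normalised, plate-corrected inhibition of enzyme fluorescence in the single-dose primary screen is 50% or more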;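 further: 0% = DMSO with enzyme and 100% = substrate without enzyme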
CSN deneddyl inh: blocks human CSN-mediated cullin deneddylation. Q92905. Purified CSN, SCF-Nedd8-OG deneddylation, fluorescence polarization. inhibition, % at 12.5 µM. hit rate 0.38% among 360,000. AID 651999;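 active means pattern-corrected inhibition above about 35%, with an unprinted fluorescence ratio check between 0.5 and 1.5, limit read from the data, passing the limit was not always enough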;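 further: 0% = enzyme with substrate and 100% = substrate without enzyme; some results filed as inactive read as strong as hits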
Target sequence (Q92905 whole entry, looked up, one chain of several): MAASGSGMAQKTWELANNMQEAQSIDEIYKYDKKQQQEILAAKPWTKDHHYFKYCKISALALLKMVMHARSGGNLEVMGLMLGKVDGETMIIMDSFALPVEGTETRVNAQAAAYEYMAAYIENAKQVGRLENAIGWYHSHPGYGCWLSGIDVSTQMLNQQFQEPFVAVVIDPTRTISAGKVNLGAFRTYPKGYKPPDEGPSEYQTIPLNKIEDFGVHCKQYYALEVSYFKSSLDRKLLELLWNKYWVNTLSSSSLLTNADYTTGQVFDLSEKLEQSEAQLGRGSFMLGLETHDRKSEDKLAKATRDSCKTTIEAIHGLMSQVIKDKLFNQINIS
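Detection – fluorescence polarization · System – HEK293T-derived human Csn5 enzyme · Controls – substrate-only high control, full reaction low control · Timing – 90 min, room temperature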
MT1-MMP act inh: inhibitors of human MT1-MMP activation; P50281; HT1080 RFP-PRO-GFP cells, GFP/RFP ratio fluorescence, overnight; percent of plate control window, DMSO zero; GFP/RFP ratio change, % at 20 µM; hit rate 0.061% among 360,000; AID 651647;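 active means GFP/RFP ratio change of at least 30% with cell ATP level not reduced by more than half and red fluorescence within 50% of control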; further: strong numbers were not always called active
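Read-out: GFP/RFP fluorescence ratio; Test system: RFP-PRO-GFP reporter HT1080 cells; Compound dosing: single-point 20 µM compound, 1% DMSO; Times: overnight compound exposure at 37 °C.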
PABP1 MLLE inh: inhibitors of microRNA-mediated deadenylation, human PABP1 MLLE binding. inhibition, % at 20 µM. P11940. hit rate 0.36% among 360,000. GST-MLLE / FITC-PAM2 fluorescence polarization; in the data active means inhibition above about 35%, passing the limit was not always enough;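 further: plate controls were DMSO wells with GST-MLLE for no effect and wells lacking GST-MLLE protein for full effect; some results filed as inactive read as strong as hits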
MsrA inh: bovine MsrA inhibition; purified bovine MsrA, absorbance read-out; hit rate 0.75% among 360,000; inhibition, % at 15.5 µM; AID 651718; in the data active means inhibition above about 4.5%;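 further: 0% = vehicle wells with enzyme and 100% = reference inhibitor wells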
Rin1-Abl PPI inh: inhibitors of human Rin1-Abl protein interaction. hit rate 0.4% among 360,000. AID 588664. TR-FRET Rin1/Abl binding, biochemical. inhibition, % at 7.35 µM; in the data active means inhibition above about 5%, passing the limit was not always enough
Active calls of the source: *; i = inactive.

SMILES	Rpn11 block	bovine MsrA act	E coli Lon inh	FAS-TE inh	CSN deneddyl inh	MT1-MMP act inh	PABP1 MLLE inh	MsrA inh	Rin1-Abl PPI inh
O=C(NCC1CCCO1)c1nn2c(C(F)(F)F)cc(-c3ccco3)nc2c1Cl (stereo not given)	i	3	-4	-1	0	1	60	1.1	-1
COC(=O)c1c(C)[nH]c(C(=O)OC(C)C(=O)N2CCOCC2)c1C (stereo not given)	i	-4	-5	0	-5	-1	-3	-0.6	-2
COc1ccc(C(=O)Cn2c(C(=O)/C=C/c3ccccc3)nc3ccccc32)cc1	i	-12	3	4	6	-20	-4	-0.3	-1
CC(C(=O)O)n1cc(C#N)c(=O)[nH]c1=O (stereo not given)	i	2	4	-8	3	-1	3	-0.8	-1
CCCn1c(SC(C)C(=O)NCC2CCCO2)nc2sc(CC)cc2c1=O (stereo not given)	i	-9	4	-1	3	0	1	3.1	2
COc1cc(C=O)ccc1OCC(=O)Nc1cccc(S(=O)(=O)N(C)c2ccccc2)c1	i	-3	-6	15	1	0	-7	-0.4	-1
CCc1ccc(N(CC)C(=O)c2cn(C)c(=O)c3ccccc23)cc1	i	-3	-3	-5	3	-7	14	-0.1	1
CC1CCC2C(=O)N(c3ccc(C(=O)Oc4cccc5cccnc45)cc3)C(=O)C2C1 (stereo not given)	i	-3	-3	17	1	7	-7	-0.1	1
COc1cccc(-n2c(SCC(=O)NC3CCS(=O)(=O)C3)nc3ccccc3c2=O)c1 (stereo not given)	i	0	2	-7	-2	4	-13	-0.7	0
CCOc1c(Br)cc(CNc2ncn[nH]2)cc1OC	i	-6	-6	-8	-2	2	12	0.8	1
CC(=O)c1ccc(OC(=O)/C=C/c2ccccc2)cc1	i	-3	6	-3	6	-1	-9	-0.9	1
Cc1nc(Sc2nnnn2C)c2c3c(sc2n1)CCC3	i	-6	-3	4	3	7	-3	-0.4	1
Cc1ccc(C)c(COc2coc(CN3CCN(C(=O)c4ccco4)CC3)cc2=O)c1	i	-11	-3	-10	5	-2	15	-0.3	9
Cc1ccc(NC(=O)c2cnc(N3CCN(c4ccccn4)CC3)c3ccccc23)c(Br)c1	i	-10	-1	20	-15	-3	-8	1.4	-2
Cc1cc(C)nc(NS(=O)(=O)c2ccc(NCN3C(=O)c4ccccc4C3=O)cc2)n1	i	-2	-1	10	-1	-2	1	2.1	-2
O=S(=O)(c1ccc(Cl)cc1)N1CCC2(CC1)OCCN2S(=O)(=O)c1cccs1	i	-1	6	22	1	0	16	-0.7	2
O=C(Cc1ccccc1)Nc1ccc2c(c1)CCC2	i	-8	-1	6	-2	2	-1	1.6	1
Cc1ccc(Oc2cc(-n3nc(C)cc3C)ncn2)cc1	i	0	3	14	4	2	-3	0.3	-1
CCOc1ccccc1N(CC(=O)NC1CCCCC1)C(=O)CCC(=O)Nc1nccs1	i	0	4	-1	1	-3	-15	-2.1	1
O=C(CC1=NC2(CCCC2)Cc2ccccc21)N1CCOCC1	i	-3	0	-1	-6	-3	14	1.2	-3

Sorted by number of heavy atoms (falling): some entries from above
SMILES	Rpn11 block	bovine MsrA act	E coli Lon inh	FAS-TE inh	CSN deneddyl inh	MT1-MMP act inh	PABP1 MLLE inh	MsrA inh	Rin1-Abl PPI inh
Cc1ccc(NC(=O)c2cnc(N3CCN(c4ccccn4)CC3)c3ccccc23)c(Br)c1	i	-10	-1	20	-15	-3	-8	1.4	-2
Cc1ccc(C)c(COc2coc(CN3CCN(C(=O)c4ccco4)CC3)cc2=O)c1	i	-11	-3	-10	5	-2	15	-0.3	9
COc1ccc(C(=O)Cn2c(C(=O)/C=C/c3ccccc3)nc3ccccc32)cc1	i	-12	3	4	6	-20	-4	-0.3	-1
CCc1ccc(N(CC)C(=O)c2cn(C)c(=O)c3ccccc23)cc1	i	-3	-3	-5	3	-7	14	-0.1	1
CCOc1c(Br)cc(CNc2ncn[nH]2)cc1OC	i	-6	-6	-8	-2	2	12	0.8	1

(list continues)
SMILES	Rpn11 block	bovine MsrA act	E coli Lon inh	FAS-TE inh	CSN deneddyl inh	MT1-MMP act inh	PABP1 MLLE inh	MsrA inh	Rin1-Abl PPI inh
CCOc1ccc(-n2cc(-c3ccccc3)c3c(SC(C)C(=O)OC)ncnc32)cc1 (stereo not given)	i	-4	-2	19	-17	-2	5	0.4	-2
CCCN(CCC)Cc1c(C(=O)N/N=C/c2ccc(Br)cc2)nnn1-c1nonc1N	i	-1	-1	21	1	-2	2	0.0	3
Cc1ccccc1NC(=S)NC(=O)CCc1ccccc1	i	0	-9	13	4	14	1	-0.1	1
COc1ccc(N2CCN(C(=O)c3ccc(COc4ccc5c(C)cc(=O)oc5c4)cc3)CC2)cc1	i	-4	2	23	-1	-4	3	-1.2	-2
CC(C)CNC(=O)COc1cccc(C(=O)NCc2ccccc2)c1	i	-15	-5	-12	-4	9	-4	-0.8	3
O=S(=O)(Nc1nc2ccccc2nc1NCCN1CCOCC1)c1cccc(Cl)c1	i	0	-9	-1	1	1	-3	4.2	3
COc1ccc(CCNC(=O)CCNC(=O)c2ccc(Br)cc2)cc1OC	i	-5	-6	-14	-5	5	15	-1.4	-4
CC1CCN(S(=O)(=O)c2cn(CC(=O)Nc3cccc(C#N)c3)cn2)CC1	i	-3	3	-2	0	2	-18	-0.9	-2
COc1ccc(C(=O)c2ccc(OC)cc2O)c(O)c1	i	-4	-3	16	7	-3	13	2.8	-5
CCN(C(=O)CCc1nnc2ccc(NCc3ccco3)nn12)c1ccccc1	i	-2	1	20	1	3	-7	-0.6	4
NC(Cc1c[nH]c2ccc(OCc3ccccc3)cc12)C(=O)O (stereo not given)	i	0	2	-7	-2	0	-9	0.3	2
Cc1csc(NC(=O)CSCc2c(C)noc2C)n1	i	-2	-8	-4	5	0	14	0.5	0
COc1ccc(NC(=O)CSc2nncc(=O)n2N)cc1OC	i	-6	-7	-8	2	0	27	-1.0	5
NNc1nc2ccccc2c(=O)n1Cc1ccccc1	i	-2	-21	-5	-3	0	-3	0.2	1
COc1ccc2c([N+](=O)[O-])c(Cl)[nH]c2c1	i	-3	4	-3	11	0	11	1.9	1
CC(=O)C(C(c1ccccc1)N1CCCc2ccccc21)N1CCOCC1 (stereo not given)	i	-3	-17	16	8	-11	3	1.7	1
CCCCc1nc2cc(C(=O)N3CCNC(=O)C3CC(=O)OC)ccc2o1 (stereo not given)	i	1	-2	-5	0	0	-17	0.1	2
COC(=O)CCNC(=O)Cc1ccc(S(=O)(=O)N2CCCCC2)s1	i	-3	-10	-6	2	-3	-11	1.4	0
CNC(=O)c1c(O)c2cccc3c2n(c1=O)CCC3	i	-1	2	14	1	0	-6	0.2	0
CCOC(=O)CSc1[nH]c2cc(OC)ccc2c1[N+](=O)[O-]	i	-4	2	-3	2	0	24	1.6	-5

Single entries from the list:
For PABP1 MLLE inh, NC(Cc1c[nH]c2ccc(OCc3ccccc3)cc12)C(=O)O (stereo not given) is entered as -9
For MsrA inh, NNc1nc2ccccc2c(=O)n1Cc1ccccc1 is entered as 0.2

Following part:
SMILES	Rpn11 block	bovine MsrA act	E coli Lon inh	FAS-TE inh	CSN deneddyl inh	MT1-MMP act inh	PABP1 MLLE inh	MsrA inh	Rin1-Abl PPI inh
CC1(C)C(=O)Nc2ccccc2N1C(=O)COC(=O)C1CCCCC1	i	-2	1	-5	-1	3	-4	0.6	0
O=C(O)C(Cc1ccccc1)N1C(=O)C=CC1=O (stereo not given)	i	-11	-10	-7	4	2	26	-0.9	4
CSc1ccccc1NC(=O)CSCc1ccccc1Br	i	1	12	13	-1	-2	-4	0.4	-1
Nc1c(C(=O)NCc2ccco2)nnn1-c1ccccc1	i	-2	5	-8	-1	2	-6	0.7	3
CC(C)(C)n1nnnc1C(c1ccc(F)cc1)N1CCC(C(N)=O)CC1 (stereo not given)	i	-7	4	-10	5	-2	-7	-1.3	1
CC(C)(C)NC(=O)CCc1nnc(Cc2c[nH]c3ccccc23)o1	i	-14	-5	-11	1	-1	-4	-1.2	0
NC(=O)c1cc2ccccc2o/c1=N\NC(=O)c1ccncc1	i	-2	8	1	-2	-2	-12	2.2	-13
CC(NNC(=S)N1CCCCCC1)c1ccc2ccccc2n1 (stereo not given)	i	-14	-9	-2	-3	1	-33	-0.2	2
Cc1nc(C)c(C(=O)OCC(=O)Nc2ccccc2SCC#N)s1	i	-2	-90	-16	12	-35	50	-1.1	1
CC1=C(C(=O)N(C)C)CC(CC(=O)NC2CCCCC2)C(=O)N1CCC1=CCCCC1 (stereo not given)	i	-2	-6	-4	1	0	-9	-1.4	0
